# Assay outcomes: PubChem, NCI
# mec2-1: NCI yeast anticancer drug screen, S. cerevisiae mec2-1 strain; 9% of 79,000 active; % growth inhibition at 50 µM;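 note: 0% = growth of vehicle-only cultures of the same strain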
#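 Readout is yeast growth inhibition, normalised to vehicle-treated controls, in the mec2-1 strain exposed to compound.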
# mlh1 rad18: NCI yeast anticancer drug screen, S. cerevisiae mlh1 rad18 strain. growth inhibition, % at 50 µM. 11% of 79,000 active. AID 175;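 note: 0% = growth of vehicle-only cultures of the same strain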
#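 Genetically defined yeast (DNA repair-deficient) exposed to compounds; growth inhibition determined relative to vehicle.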
# cln2 rad14: NCI yeast anticancer drug screen, S. cerevisiae cln2 rad14 strain | % growth inhibition at 50 µM | 8.3% of 78,000 active | AID 165;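 note: 0% = growth of vehicle-only cultures of the same strain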
#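 Yeast carrying cln2 and rad14 alterations (cell cycle control and DNA damage repair) were exposed to compounds. Growth inhibition was measured against vehicle-treated controls.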
# bub3: NCI yeast anticancer drug screen, S. cerevisiae bub3 mutant strain; 9.9% of 78,000 active; % growth inhibition at 50 µM;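 note: 0% = growth of vehicle-only cultures of the same strain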
#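 Growth of a checkpoint-deficient yeast mutant is measured after compound exposure. Values represent inhibition relative to vehicle.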
# sgs1 mgt1: NCI yeast anticancer drug screen, S. cerevisiae sgs1 mgt1 strain | % growth inhibition at 50 µM | AID 161 | 10% of 78,000 active;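 note: 0% = growth of vehicle-only cultures of the same strain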
#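 Genetically altered yeast, compound exposure, growth inhibition relative to vehicle.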
# yeast rad50: NCI yeast anticancer drug screen, S. cerevisiae rad50 strain. growth inhibition, % at 50 µM. 10% of 79,000 active;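 note: 0% = growth of vehicle-only cultures of the same strain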
#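 DNA repair mutant yeast, compound exposure, growth read-out; inhibition is taken relative to vehicle.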
# Starred values were filed as active, the others as inactive; / = no result given; & = joins results of further samples; ! = a repeat was not active. Cut-off read from the data, not from the text of the source: active = growth inhibition above about 70%; inactive = the rest. An excerpt, so the mix of outcomes need not match the whole.
SMILES,mec2-1,mlh1 rad18,cln2 rad14,bub3,sgs1 mgt1,yeast rad50
O=P(Oc1ccccc1)(Oc1ccccc1)Oc1ccccc1Cl,0,52,-6,66,14,29
O=C1NC(=O)C(O)(Cc2ccccn2)C(=O)N1,6,-7,13,-21,14,10
CCOC(=O)N(C(=O)c1ccc([As]=O)cc1)C(=O)c1ccc([As]=O)cc1 (stereo not drawn),99*,99*,99*,89*,100*,99*
CC(Br)CN(CC(C)Br)c1ccc(-c2ccccc2)cc1 (stereo not drawn),30,22,36,16,13,38
CC(C)=CC1CC(=[N+]=[N-])C(=O)C1(C)C (stereo not drawn),7,29,17,4,17,34
CC(C)CCC(=O)c1ccoc1,-10,-29,4,5,-2,-2
CCNC(=O)OOC(C)(C)C,20,22,-18,1,-6,75*
NC(=O)Nc1ccc([As](Sc2ccccc2C(=O)O)Sc2ccccc2C(=O)O)cc1,5,20,29,-7,17,16
O=C(Nc1cc(S(=O)(=O)F)ccc1Cl)Oc1ccc([N+](=O)[O-])cc1,53,33,11,20,38,17
NC(=O)c1ccc([As](=O)(O)O)cc1[N+](=O)[O-],4,-11,-48,-7,5,-2
CCOC(=O)C1(Br)CCCCC1,3,13,-19,-7,6,7
COc1cccc(C2(C#N)CCN(C)CC2)c1,23,62,-7,13,23,28
Cc1cc(C)[n+](CCOc2ccc(/C(=C(/Cl)c3ccccc3)c3ccccc3)cc2)c(C)c1,92*,90*,92*,90*,92*,92*
CCCCCCCCCCCCNCCc1ccccc1,99*,99*,98*,98*,99*,98*
O=C(O)/C=C/C(=O)O,-4,14,21,-13,18,9
CCN1C2CCC1CC(=O)C2,6,8,-12,-14,-6,1
C#CCOC(N)=O,-15,-18,-19,-15,-8,1
Cc1ccc(OP(=O)(Oc2ccc(C)cc2)Oc2ccc(C)cc2)cc1.Cc1ccc(OP(=O)(Oc2ccc(C)cc2)Oc2ccc(C)cc2)cc1.Cc1ccc(OP(=O)(Oc2ccc(C)cc2)Oc2ccc(C)cc2)cc1.Cc1ccc(OP(=O)(Oc2ccc(C)cc2)Oc2ccc(C)cc2)cc1.[Cr+3].[O-][Cl+3]([O-])([O-])O,-2,-4,-3,-4,0,1
C[CH2][Sn]([Cl])([CH2]C)[O][Sn]([Cl])([CH2]C)[CH2]C,96*,85*,95*,97*,72*,85*
N#C[S-].[Ce+3].c1cnc2c(c1)ccc1cccnc12.c1cnc2c(c1)ccc1cccnc12.c1cnc2c(c1)ccc1cccnc12,95*,93*,94*,93*,91*,92*
O=C1C2C(C(=O)N1c1ccc(Cl)c(Cl)c1)C1(Cl)C(Cl)=C(Cl)C2(Cl)C1(Cl)Cl (stereo not drawn),95*,96*,86*,94*,96*,92*
CCN1/C(=C/C=C2\CCC(/C=C/c3sc4ccc(Cl)cc4[n+]3CC)=C2N(c2ccccc2)c2ccccc2)Sc2ccc(Cl)cc21,32,57,4,57,65,14
Oc1c(-c2ccccc2)cc(-[n+]2c(-c3ccccc3)cc(-c3ccccc3)cc2-c2ccccc2)cc1-c1ccccc1,93*,92*,90*,90*,90*,92*
O=[N+]([O-])c1cc([As](=O)(O)O)ccc1S(=O)(=O)O,8,2,-3,9,7,-1
CCOC(=O)c1ccc(NP(=O)(Oc2ccccc2)Oc2ccccc2)cc1,53,78*,69,59,65,65
CCOP(=O)(OCC)/C(C#N)=C/C=C/c1ccco1,-21,2,4,-40,-31,3
C1CC[N-]CC1.[Cl][Au]([Cl])[Cl],65,97*,60,49,93*,93*
O=[As](c1ccccc1)(c1ccccc1)c1ccc(Br)cc1,1,5,5,6,12,31
CC1CCCCN1CCCN=C(N)N[N+](=O)[O-] (stereo not drawn),-3,-1,18,18,19,9
Clc1ccc2nncc(N3CC3)c2c1,-28,-6,4,-7,-11,-5
CC1OC(OC2C(O)CC(OC3C(O)CC(OC4CCC5(C)C(CCC6C5CCC5(C)C(C7=CC(=O)OC7)C(O)CC65O)C4)OC3C)OC2C)CC(O)C1O (stereo not drawn),11,28,-13,-5,-19,-13
COc1ccc(OP2OCC(C)O2)cc1 (stereo not drawn),-47,2,-30,-3,-10,-1
O=Cc1ccccc1O.[La],-28,2,-5,-8,14,-8
COC1CC(C)C(OC)C2=CC(=O)C=C(NC(=O)/C(C)=C/C=C\C(C)C(OC(N)=O)/C(C)=C\C(C)C1OC)C2=O (stereo not drawn),93*,91*,91*,91*,92*,92*
COc1ccc2c(c1O)C13CCN(C)C(C2)C12C=CC(=O)C3c1c(O)ccc(O)c12 (stereo not drawn),66,84*,73*,49,89*,77*
O=C1CC2(CCNCC2)C(=O)N1N1CCCC1,-19,-65,-26,-12,-31,-54
COc1cc(N(CC(C)Br)CC(C)Br)ccc1N=Nc1ccccc1C(=O)O (stereo not drawn),29,80*,78*,33,32,65
CN1CCC2(CC1)COCc1ccccc12,-6,5,-19,11,-3,-9
C/C(=N\N)C(CN1CCOCC1)C(c1ccccc1)c1c(O)c2ccccc2oc1=O (stereo not drawn),-11,22,-3,15,2,5
CC(=O)O[C@H]1CC[C@H]2[C@@H]3CC[C@H]4CC(=O)C(C(=O)C(F)(F)F)C[C@]4(C)[C@H]3CC[C@]12C (stereo partly drawn),18,41,38,-19,52,39

# Only yeast rad50, bub3 and cln2 rad14, for some of the entries so far:
SMILES	yeast rad50	bub3	cln2 rad14
O=Cc1ccccc1O.[La]	-8	-8	-5
COC1CC(C)C(OC)C2=CC(=O)C=C(NC(=O)/C(C)=C/C=C\C(C)C(OC(N)=O)/C(C)=C\C(C)C1OC)C2=O (stereo not drawn)	92*	91*	91*
COc1ccc2c(c1O)C13CCN(C)C(C2)C12C=CC(=O)C3c1c(O)ccc(O)c12 (stereo not drawn)	77*	49	73*
O=C1CC2(CCNCC2)C(=O)N1N1CCCC1	-54	-12	-26
COc1cc(N(CC(C)Br)CC(C)Br)ccc1N=Nc1ccccc1C(=O)O (stereo not drawn)	65	33	78*
CN1CCC2(CC1)COCc1ccccc12	-9	11	-19

# The list continues:
SMILES,mec2-1,mlh1 rad18,cln2 rad14,bub3,sgs1 mgt1,yeast rad50
CC12OOC(c3ccccc31)c1c2ccc2ccccc12 (stereo not drawn),93*,90*,88*,90*,90*,86*
N#CC(C#N)=Cc1c[nH]c2ccccc12,2,15,6,16,-18,-12
O=C(N/N=C/c1cc(Br)cc(Br)c1[O-])c1ccccc1O.O=C(N/N=C/c1cc(Br)cc(Br)c1[O-])c1ccccc1O.[Fe+2],22,44,-35,34,52,20
Cc1ccc(S(=O)(=O)N=S(=O)(CCCl)CCCl)cc1,88*,97*,63,47,98*,94*
COC(=O)CN(C)P(=O)(N1CC1)N1CC1,7,-10,-10,-3,-4,13
CN(C)C(Cl)(Cl)Nc1ccc(Cl)cc1,-7,20,-12,25,2,4
CCC[CH2][Sn]([Br])([CH2]CCC)[CH2]CCC,98*,97*,96*,89*,96*,91*
O=P(Nc1ccccc1)(Oc1ccccc1)N(CCCl)CCCl (stereo not drawn),-10,21,24,8,1,29
CC(C)C1(NC(=O)C2C=C3c4cccc5[nH]cc(c45)CC3N(C)C2)OC2(O)C3CCCN3C(=O)C(Cc3ccccc3)N2C1=O (stereo not drawn) (tested in a mixture with another compound),99*,97*,97*,97*,99*,98*
O=P1(C(Cl)Cl)OCCCO1,11,0,-10,0,-3,-9
CCC1C(c2cc(OC)c(OC)c(OC)c2)c2cc3c(cc2OC1N1CCCC1)OCO3 (stereo not drawn),-4,-1,0,8,1,-26
CN(C)c1n[nH]c(N)n1,1,12,11,3,20,10
C[N+](C)(C)CC1CCCCCCCCCCC1=O (stereo not drawn),-10,-10,8,-16,-25,-5
CN(Cc1ccccc1)CC(O)c1ccccc1Cl (stereo not drawn),-3,25,-28,13,21,-1
CC(Cc1ccccc1)NC(N)=O (stereo not drawn),-9,-27,-10,-30,-4,-4
O=C1C=C(N2CC2)C(=O)C(N2CC2)=C1N1CC1,99*,99*,99*,99*,99*,99*
CCOC1(C(=O)O)CC(c2ccc(Cl)cc2)Nc2c(OC)ccc(OC)c21 (stereo not drawn),-1,-15,-41,-3,-17,-7
C=CCC1CCSC1=O (stereo not drawn),2,-3,7,3,1,1
Nc1cc(N=Nc2ccc([As](=O)(O)O)cc2)ccc1O,13,17,11,17,-5,8
CCC1(CCOc2ccccc2)C(=O)NC(=O)NC1=O,-1,-2,-7,2,1,-11

# Four successive entries out of the list so far, quoted:
SMILES,mec2-1,mlh1 rad18,cln2 rad14,bub3,sgs1 mgt1,yeast rad50
CCC1C(c2cc(OC)c(OC)c(OC)c2)c2cc3c(cc2OC1N1CCCC1)OCO3 (stereo not drawn),-4,-1,0,8,1,-26
CN(C)c1n[nH]c(N)n1,1,12,11,3,20,10
C[N+](C)(C)CC1CCCCCCCCCCC1=O (stereo not drawn),-10,-10,8,-16,-25,-5
CN(Cc1ccccc1)CC(O)c1ccccc1Cl (stereo not drawn),-3,25,-28,13,21,-1

# Additional records follow:
SMILES,mec2-1,mlh1 rad18,cln2 rad14,bub3,sgs1 mgt1,yeast rad50
[N-]=[N+]=Nc1ccnc2cc(F)ccc12,-6,9,-69,-1,15,-39
CCCCCCOC(=O)c1ccccc1N,31,7,-4,12,23,29
CC(C)=C(OP1(=S)OCCN1C)C(C)(C)C(=O)N(C)C (stereo not drawn),-4,4,13,12,-2,-3
OC1=C2CCCCCC2=[N+]2CCCCC2C1 (stereo not drawn),34,71*,-2,32,52,19
CCCCCC(=O)C[n+]1ccccc1 (tested in a mixture with another compound),-1,-9,-36,24,-20,-12
Nc1ccc(/C=C/C(=O)Nc2ccc(S(=O)(=O)F)cc2)cc1,96*,96*,40,99*,21,22
CC([Se])=Nc1ccc(Br)cc1,1,9,-9,-1,0,22
CC1=CC(O)C(O)C2(C)C1CC1OC(=O)C(O)C3C(C)C(O)C4(O)OCC13C42 (stereo not drawn),-15,-55,15,-39,-14,-30
Cc1cc(CCl)cc(=O)[nH]1,-1,12,-9,-21,-8,-10
CCC[CH2][Sn]1([CH2]CCC)[O]CC(c2ccccn2)C[O]1,91*,87*,89*,89*,88*,87*
O=C(NCC(O)CO)c1cc([N+](=O)[O-])cc([N+](=O)[O-])c1N(CCCl)CCCl (stereo not drawn),20,13,2,14,29,32
O=C1NC(=O)C(O)(C2=C(O)CCCC2=O)C(=O)N1,7,-3,60,19,-5,-11
O=C(O)CCCC1CCCCC1,13&37,80*!,47&38,63&30,44&43,57&55
O=C1CN2C(Cl)(Cl)C2(c2ccccc2)c2cc(Cl)ccc2N1CC1CC1 (stereo not drawn),91*,87*,88*,68,93*,90*
O=C1NC(=O)C(CC(Br)CBr)(c2ccccc2)C(=O)N1 (stereo not drawn),-1,11,11,-1,21,17
N.N.N.N.N.N#Cc1nn[n-]n1.[Cl-].[Co+3],9,13,24,12,17,5
O.O.[Cl][Pt+2][Cl].[NH-]CC[NH-],11,10,41,16,-2,24
CCOC(=S)S.[Cu+2],4,-17,-34,-36,-3,3
CC(=O)c1c(O)c(C)c(O)c(Cc2c(O)c3c(c(C(=O)/C=C/c4ccccc4)c2O)OC(C)(C)C=C3)c1O,30,14,18,40,49,24
C[CH2][Sn]([CH2]C)([n]1c(C)nc2ccccc21)[n]1c(C)nc2ccccc21,3,-13,0,10,-19,-12
COC(=O)C1(C(=O)OC)ON1C(C)(C)C (stereo not drawn),-18,-12,-58,-5,-18,-49
C=CCc1cc(Cl)ccc1OC(=O)N(C)C,3,32,-19,-12,-7,-8
Cn1c2cccc(=O)c-2nc2ccccc21,52,60,-3,42,21,82*
O=C(Cl)OCCOCCOC(=O)Cl,-6,-4,-28,-3,7,-4
C=CCSSCC=C,/,/,-1,63,52,/
CCOC(=O)C(O)(c1ccccc1)c1ccccc1,-6,31,17,-3,7,2
O=Cc1ccccc1O.O=Cc1ccccc1O.[Cu],73*,93*,55,70*,89*,86*
N[C@@H](Cc1ccc2oc3cc(=O)c4ccccc4c-3nc2c1)C(=O)O,33,35,39,29,10,26
O=C(Nc1ccc(Cl)cc1C(=O)c1ccccc1)c1ccc(Cl)cc1Cl,-6,22,-64,15,10,17
NC(=O)CCl,-1,-13,-1,12,-3,6
CC1=C[C@H]2O[C@H]3C[C@H]4OC(=O)/C=C\C=C\C(=O)OCC[C@@H](C)[C@H](O)C(=O)OC[C@@]2(CC1)[C@@]4(C)[C@]31CO1,93*,92*,90*,92*,93*,92*
CCCOP(=S)(OCCC)OP(=S)(OCCC)OCCC,-10,-14,-16,1,-33,-6
